Compound activity as filed in PubChem BioAssay.
Mito fusion act: inhibitors of mitochondrial division or activators of mitochondrial fusion | S. cerevisiae fusion-defective mutant growth rescue, CellTiterGlo 48 h | hit rate 0.23% among 320,000 | AID 485298 | Potency, µM (series often up to 46.1 µM), for inactives: at the top dose growth rescue (activation), hits mostly activators;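 note: potency is the fitted concentration of half-maximal effect; % of control where 0% means no effect; nearly all actives have a fitted effect of over 45% in size; temperature-sensitive fusion mutants such as fzo1-1 at 37 °C on non-fermentable ethanol glycerol medium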
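Luminescent cell viability in 1536-well qHTS format served as the measure of rescued growth in ts fusion-mutant S. cerevisiae cultured on non-fermentable YPEG for 48 hours at 37C.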
MBNL1-CUG inh: blocks human MBNL1 binding to CUG repeat RNA; Q9NR56; TR-FRET MBNL1-His/biotin-(CUG)12 binding, 665/545 ratio; Potency, µM (series often up to 57.5 µM), for inactives: top-dose activity change, negative = inhibition, hits mostly inhibitors; hit rate 0.036% among 280,000; AID 2675; active = well fitted inhibition curve with a large enough effect in the signal ratio, with a control signal flat, not every such curve was filed as active; inconclusive = small, poorly fitted or top-dose-only effect, or effect the other way, or a change in a side signal; inactive = no such curve, though single readings can be large or run the other way; the % refers to the signal ratio; note: potency is the fitted concentration of half-maximal effect; % is set by controls: 0 for no effect and ±100 for the full control effect
Target sequence (Q9NR56 whole entry, looked up): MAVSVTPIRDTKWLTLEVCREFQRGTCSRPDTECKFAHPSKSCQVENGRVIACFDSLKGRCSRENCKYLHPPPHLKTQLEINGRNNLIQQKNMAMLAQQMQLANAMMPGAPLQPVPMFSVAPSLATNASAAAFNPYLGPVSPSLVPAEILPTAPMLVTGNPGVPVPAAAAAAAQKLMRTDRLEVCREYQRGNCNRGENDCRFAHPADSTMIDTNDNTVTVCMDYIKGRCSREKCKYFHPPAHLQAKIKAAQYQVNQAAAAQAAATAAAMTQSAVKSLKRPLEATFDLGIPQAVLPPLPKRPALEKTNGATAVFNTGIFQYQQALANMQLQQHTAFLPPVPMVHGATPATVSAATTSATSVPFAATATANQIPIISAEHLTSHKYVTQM
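Compounds (final 92 nM to 58 uM) are added to His-tagged MBNL1 and biotin-(CUG)12, then terbium anti-His antibody and streptavidin-XL665 (5 nM final). After 60 min at room temperature, the 665/545 nm ratio is read.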
CXXC DNA block: inhibitors of human MLL CXXC domain-DNA interaction; AID 2662; MLL-CXXC / FITC-HOXA9 DNA fluorescence polarization; Potency, µM (titrated, usually from 115 µM), without a hit: at the top dose activity change, negative = inhibition, hits mostly inhibitors; hit rate 0.037% among 290,000; active = well fitted inhibition curve with a large enough effect in the polarisation, with a control signal flat, not every such curve was filed as active; inconclusive = small, poorly fitted or top-dose-only effect, or effect the other way, or a change in a side signal; inactive = no such curve, though single readings can be large or run the other way; the % refers to the polarisation; note: potency is the fitted concentration of half-maximal effect
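Purified MLL-CXXC (added from a 7 uM solution) was preincubated 5 min at ambient with pinned compounds in 50 mM Tris-HCl pH 7.5, 50 mM NaCl, 1 mM DTT, 0.05% BSA. Fluorescein-labeled HOX-A9 DNA (50 nM solution) followed, 30 min, then polarization read.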
a7 integrin act: integrin-mediated muscular dystrophy alleviation activation; alpha7betagal myoblasts, beta-gal FDG fluorescence, 48 h; hit rate 0.064% among 350,000; Potency, µM (top dose mostly 38.3 µM), inactives show at the highest dose activation, actives largely listed as activators;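 note: potency is the fitted concentration of half-maximal effect; 100% = response of the positive control SU9516; nearly all actives have a fitted effect of over 60% in size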
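Alpha7betagal+/- myoblasts (passage 13) were plated 16-24 hr, then exposed to compounds (1:260 dilution of DMSO stock) for 48 hours at 37C. After MPER lysis, β-galactosidase reporter activity was read as FDG fluorescence (ex 480/em 540) after 30 minutes.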
TCR act: T cell receptor activation; Potency, µM (top dose mostly 9.22 µM), for the others: at the top dose activation of IL-2 secretion, usual class: activators; 330,000 tested, under 10 active; primary human leukocytes, anti-CD3, IL-2 HTRF, 48 h; note: % of control where 0% means no effect
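IL-2 release read by HTRF sandwich (Eu cryptate donor, d2 acceptor, 665 nm emission) after 48 hr exposure of primary human leukocytes to compound together with anti-CD3 beads in the absence of co-stimulatory signals.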
TSG101-PTAP inh: blocks PTAP/TSG101 interaction to inhibit HIV-1 budding | Fluorescence polarization, FITC-PTAP peptide / Tsg101 binding | 340,000 tested, under 10 active | Potency, µM (series often up to 115 µM), inactives show at the highest dose activity change, negative = inhibition, most hits filed as inhibitors | Q99816; active = well fitted inhibition curve with a large enough effect in the main read-out, with a control signal flat, not every such curve was filed as active; inconclusive = small, poorly fitted or top-dose-only effect, or effect the other way, or a change in a side signal; inactive = no such curve, though single readings can be large or run the other way; note: potency is the fitted concentration of half-maximal effect; % of control where 0% means no effect
Target sequence (Q99816 whole entry, looked up): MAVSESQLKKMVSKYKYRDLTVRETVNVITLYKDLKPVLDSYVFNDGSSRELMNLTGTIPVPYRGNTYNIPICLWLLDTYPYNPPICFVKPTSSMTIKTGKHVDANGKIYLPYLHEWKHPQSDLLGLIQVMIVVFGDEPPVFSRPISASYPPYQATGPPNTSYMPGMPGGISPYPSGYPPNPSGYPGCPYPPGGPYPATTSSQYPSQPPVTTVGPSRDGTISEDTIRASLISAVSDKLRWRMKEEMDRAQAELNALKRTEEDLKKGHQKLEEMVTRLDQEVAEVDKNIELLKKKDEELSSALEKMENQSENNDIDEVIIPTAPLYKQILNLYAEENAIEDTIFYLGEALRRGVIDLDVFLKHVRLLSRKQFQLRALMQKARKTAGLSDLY
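FP read-out: FITC-PTAP peptide, 50 nM final, binding Tsg101 binding domain, 10 uM final; 20 min, r.t.; 10 mM HEPES pH 7.5, 0.15 M NaCl, 0.01% Tween 20, 3 mM EDTA, 0.1 mM TCEP.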
A-T KAP1 phos: candidate therapy for ataxia-telangiectasia; […] A-T fibroblasts, KAP-1 phosphorylation AlphaLISA; neocarzinostatin DNA damage 30 min before lysis; Potency, µM (highest dose often 57.5 µM), inactives show at the top dose activation, most hits filed as activators; hit rate 0.19% among 320,000; AID 485349; note: potency is the fitted concentration of half-maximal effect; % of control where 0% means no effect; nearly all actives have a fitted effect of over 45% in size
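ATM-like activity read as KAP-1 phosphorylation via AlphaLISA donor/acceptor antibody pairs after lysis and 6 hr at 25C. Cells were ATM-null patient fibroblasts ([…], hTERT), dosed 60 min, then exposed to the DSB inducer NCS for 30 min.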
TSHR antagonist: antagonists of human thyroid stimulating hormone receptor. TSHR-expressing cells, TSH-stimulated cAMP HTRF, 2 h; stronger effect = lower value. P16473. activity change, negative = inhibition, % at 11.5 µM. hit rate 0.2% among 330,000;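 active = activity change below a set negative limit, meaning inhibition stronger than a set level, cut at about -70% in these data; inconclusive = activity change between two set negative limits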; note: % is set by controls: 0 for no effect and ±100 for the full control effect
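Cell-based HTRF cAMP assay; TSHR cells + compound, TSH EC80 (4nM final), 2 h, 37 deg C. Lysis with anti-cAMP cryptate and cAMP-d2, 30 min RT, read 665/620 nm.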
Menin MLL FP TR: menin-MLL binding inhibition, Texas Red mutant peptide; O00255; Menin + Texas Red MLL mutant peptide, fluorescence polarization; Potency, µM (series often up to 61.6 µM), for inactives: at the top dose FP activity change, negative = inhibition, actives largely listed as inhibitors; hit rate 0.23% among 270,000; active = well fitted inhibition curve with a large enough effect in the polarisation, with a control signal flat, not every such curve was filed as active; inconclusive = small, poorly fitted or top-dose-only effect, or effect the other way, or a change in a side signal; inactive = no such curve, though single readings can be large or run the other way; the % refers to the polarisation; note: potency is the fitted concentration of half-maximal effect; % of control where 0% means no effect; many of its hits are not listed in these tables
ASM inhibitor: human S-ASM enzyme inhibition | P17405 | placental ASM, HMU-PC fluorogenic substrate, 60 min | Potency, µM (top dose mostly 57.5 µM), for inactives: top-dose activity change, negative = inhibition, usual class: inhibitors | hit rate 0.006% among 340,000 | AID 504937; note: potency is the fitted concentration of half-maximal effect
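Human placenta-derived ASM preincubated with compound 10 min at room temperature, then reacted with 9 uM (final) fluorogenic HMU-PC substrate for 60 min at 37 C. Stop solution raises pH to 10; fluorescence read at Ex 386/Em 447 nm.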
* hit, by the source's call; ? = inconclusive; / = no result given; & = joins results of further samples; [ ] = remark or other dose. Unless noted, calls come from the whole dose curve; as a rule, active = well fitted curve in the direction sought with a large enough effect; inconclusive = small, poorly fitted or top-dose-only effect, or another doubt; inactive = no such curve, though single readings can be large; an effect the other way counts as inactive or inconclusive.

The opening five records as a preview:
SMILES | Mito fusion act | MBNL1-CUG inh | CXXC DNA block | a7 integrin act | TCR act | TSG101-PTAP inh | A-T KAP1 phos | TSHR antagonist | Menin MLL FP TR | ASM inhibitor
CCOc1ccc(C2C(C#N)=C(N)Oc3n[nH]c(C)c32)cc1OC(=O)C1CC1 (stereo not drawn) | -4% | -1% | 3% | 5% | 5% | -6% | 10% | 23 | 6% | 4%
NS(=O)(=O)c1ccc(N=Nc2c(O)c(C(=O)O)cc3ccccc23)cc1 | -19% | ? | ? | 32% | 2% | -1% | -9% | -3 | ? | -2%
CC(=O)N1c2ccc(S(=O)(=O)N3CCCCC3)cc2CC1C(=O)Nc1ccccc1C(F)(F)F (stereo not drawn) | -1% | -4% | -2% | -20% | -6% | -4% | 15% | 11 | / | -3%
COc1cc(CC(=O)Nc2nc(C)cs2)cc(OC)c1OC | 26% | 1% | -8% | -26% | 2% | -2% | 9% | -7 | -9% | 2%
COc1ccc(CCN=CC2=C(O)CCCC2=O)cc1OC | -2% | -14% | -1% | 5% | 5% | -3% | -10% | -6 | 2% | 1%

The listing, from the start:
SMILES | Mito fusion act | MBNL1-CUG inh | CXXC DNA block | a7 integrin act | TCR act | TSG101-PTAP inh | A-T KAP1 phos | TSHR antagonist | Menin MLL FP TR | ASM inhibitor
CCOc1ccc(C2C(C#N)=C(N)Oc3n[nH]c(C)c32)cc1OC(=O)C1CC1 (stereo not drawn) | -4% | -1% | 3% | 5% | 5% | -6% | 10% | 23 | 6% | 4%
NS(=O)(=O)c1ccc(N=Nc2c(O)c(C(=O)O)cc3ccccc23)cc1 | -19% | ? | ? | 32% | 2% | -1% | -9% | -3 | ? | -2%
CC(=O)N1c2ccc(S(=O)(=O)N3CCCCC3)cc2CC1C(=O)Nc1ccccc1C(F)(F)F (stereo not drawn) | -1% | -4% | -2% | -20% | -6% | -4% | 15% | 11 | / | -3%
COc1cc(CC(=O)Nc2nc(C)cs2)cc(OC)c1OC | 26% | 1% | -8% | -26% | 2% | -2% | 9% | -7 | -9% | 2%
COc1ccc(CCN=CC2=C(O)CCCC2=O)cc1OC | -2% | -14% | -1% | 5% | 5% | -3% | -10% | -6 | 2% | 1%
O=C(CSc1nc2ccccc2s1)Nc1nccs1 | 0% | -1% | 15% | 26% | -46% | -1% | 10% | -4 | ? | 5%
COc1ccc(CCNC(=O)c2ccc3ccccc3n2)cc1OC | 3% | 6% | -13% | 6% | 0% | -4% | 2% | -9 | -11% | -3%
Cc1nc2sccn2c(=O)c1S(=O)(=O)N1CCN(c2cccc(Cl)c2)CC1 | -2% | 1% | / | 14% | 1% | 0% | 4% | 11 | -19% | -4%
COc1ccc(-c2cc(C(=O)N/N=C(\C)c3cccnc3)c3ccccc3n2)c(OC)c1 | 0% | -3% | 2% | -3% | 0% | -6% | 1% | -4 | / | 55%[activator]
O=C(OCc1cccc([N+](=O)[O-])c1)c1cnccn1 | -5% | ? | 18% | 17% | -2% | -6% | 4% | 3 | -13% | 7%
CCC1(CC)C(=O)NC(=O)NC1=Nc1cccc(OC)c1 | -1% | -4% | -1% | 21% | -2% | 0% | 13% | 1 | 1% | 1%
CCN(CC(=O)N1CCCCC1)S(=O)(=O)c1ccccc1 | 2% | 2% | ? | 5% | -47% | -3% | 1% | -1 | -1% | 1%
Cc1cccc(OCCCC(=O)Nc2ccc3c(c2)OCO3)c1 | -5% | -8% | -1% | -2% | -4% | -5% | -1% | 2 | 9% | 0%
O=c1oc2ccccc2c2nccnc12 | -1% | 2% | -4% | 22% | 3% | 0% | 7% | 2 | ? | 6%
COC(=O)CN1C(=S)N(c2ccc(OC)cc2)C(=O)C1CC(=O)Nc1ccc(F)cc1 (stereo not drawn) | -3% | / | 11% | -19% | -1% | -1% | 2% | -6 | ? | -1%
CCCCn1c(SCC(=O)N2CCc3ccccc32)nnc1-c1ccncc1 | 6% | -9% | 5% | 39% | -4% | -8% | 17% | 6 | / | -2%
C[C@H](NC(=O)c1nc[nH]c1C(=O)N1CCNCC1)C(=O)OC(C)(C)C | -4% | / | / | 28% | -5% | 2% | 0% | -4 | / | 0%
Cc1ccc(NC(=O)C2CCCN2C(=O)Oc2ccccc2)cc1C (stereo not drawn) | 1% | -7% | -1% | 5% | -22% | 0% | 2% | 3 | -7% | 1%
O=C(c1cc2cc(Br)ccc2[nH]1)N1CCc2ccccc21 | 3% | 112%[activator] | -5% | 11% | 7% | -3% | -2% | 1 | ? | 0%
CCOC(=O)N1CCC(NS(=O)(=O)c2ccc3c(c2)CCN3C(C)=O)CC1 | 4% | -6% | -1% | 3% | -2% | -3% | 1% | 4 | -5% | 0%
Cc1cc(C)c2cc(C#N)c(NCCOC(=O)c3ccccc3C)nc2c1 | -1% | ? | ? | -18% | 3% | -9% | 13% | 9 | 1% | 287%[activator]
CCC(NC(=S)Nc1ccccc1)C(=O)O (stereo not drawn) | 0% | / | 6% | -9% | -1% | -3% | 1% | 16 | -2% | 0%
Cc1cc(NC(=O)CSc2cn(CCNC(=O)c3ccccc3)c3ccccc23)no1 | 0% | 2% | 0% | -2% | 0% | -1% | 10% | -6 | -1% | -5%
COc1cccc(NC(=O)Nc2ccc3nc(C)c(C)nc3c2)c1 | -1% | 11% | 41%[activator] | 35% | 2% | 0% | 10% | -4 | 14% | 27%
Cc1ccc(S(=O)(=O)N(C)C)cc1NC(=O)COC(=O)c1ccc2c(=O)n3c(nc2c1)CCC3 | -2% | / | / | 1% | -15% | -1% | 4% | -12 | / | /
(list continues)
SMILES | Mito fusion act | MBNL1-CUG inh | CXXC DNA block | a7 integrin act | TCR act | TSG101-PTAP inh | A-T KAP1 phos | TSHR antagonist | Menin MLL FP TR | ASM inhibitor
CCCNC(=O)CS(=O)(=O)c1ccccc1 | 1% | 1% | 0% | -9% | 0% | -1% | -5% | 6 | -18% | 5%
COc1cc(C(=O)NCC(=O)N/N=C/c2ccc(-c3ccc([N+](=O)[O-])cc3)o2)cc(OC)c1OC | -7% | ? | 23% | -37% | -9% | 0% | 2% | -15 | ? | 20%
COC(=O)c1nnn(CC(=O)NC(=O)Nc2ccccc2)c1C(=O)OC | -3% | -15% | -4% | 37% | -4% | 0% | 7% | 1 | -1% | -1%
O=c1oc(-c2cccc(C(F)(F)F)c2)nn1-c1ccc(C(F)(F)F)cn1 | 4% | / | 6% | 5% | 7% | -2% | 8% | 0 | / | -7%
COc1ccc(N=C2SC(C(=O)Nc3ccc4c(c3)OCO4)CC(=O)N2C)cc1 (stereo not drawn) | 5% | 2% | 5% | -10%&-10% | -3%&-5% | 0%&-2% | 2% | 22 | ? | -7%&-14%
COC(=O)c1cc(Br)c(=O)n(Cc2ccc(OC)c(OC)c2)c1 | 1% | -4% | 1% | -7% | 6% | -6% | -3% | -2 | -20% | 2%
Cc1c(N(C)S(=O)(=O)c2cccc(C(=O)NC(C)C)c2)c(=O)n(-c2ccccc2)n1C | 4% | 3% | -5% | -6% | 1% | -1% | 1% | -2 | -8% | 4%
CCc1ccc(N2CCN(C(=O)c3ccc(OC)c(OC)c3)CC2)cc1 | 3% | 0% | -1% | 2% | 2% | -4% | -1% | -8 | -18% | -5%
COC(=O)CSc1nnc(Cc2cc(=O)[nH]c(=O)[nH]2)n1-c1cccc(OC)c1 | 5% | -2% | 0% | 19% | 7% | -6% | 12% | 5 | 5% | 2%
Cc1ccc(C)n1NC(=O)c1cccc(Cl)c1 | 5% | -3% | 0% | -2% | 1% | -4% | 1% | 4 | -8% | -2%
Cc1cc(NC(=O)c2c(F)cccc2F)n(-c2nc3ccccc3[nH]2)n1 | 15% | -18% | -1% | -35% | -16% | -1% | 7% | -5 | ? | -13%
C=CCn1c(C(C)NC(=O)c2ccccc2)n[nH]c1=S (stereo not drawn) | -1% | -2% | 6% | 20% | 2% | 1% | -1% | -5 | 4% | 1%
O=C(NC(=S)Nn1cnnc1)c1cccc(Br)c1 | 0% | ? | 9% | 0% | -3%[46.1 µM] | 0% | 3% | 34 | -6% | 4%
O=S(=O)(NCc1csc(-c2cccs2)n1)c1ccc(Cl)cc1 | 4% | / | 14% | 3% | 4% | -3% | -1% | -12 | / | -4%
O=C(O)CN1C(=O)C(=O)N(Cc2ccc(Cl)cc2Cl)C1=O | 1% | 10% | 11% | -5% | 2% | 2% | -7% | -7 | 11% | 5%

The list is partial. The share of hits here may be higher or lower than overall.
